From PubChem BioAssay
DT40 TDP1 no CPT: qHTS for Inhibitors of human tyrosyl-DNA phosphodiesterase 1 (TDP1): qHTS in cells in absence of CPT; DT40 Tdp1-/- hTDP1 cells, no CPT, ATP luminescence, 48 h; Potency, µM (highest dose often 46.2 µM), for the others: at the highest dose activity change, negative = growth inhibition, hits mostly inhibitors; actives 15% (n = 420,000); also: nearly all actives have a fitted effect of over 55% in size
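DT40 Tdp1-/-;hTDP1 cells, no CPT (DMSO vehicle only), 400 cells/well; compounds pin-transferred; ≥48 hr, 37 °C; CellTiter-Glo 30 min RT dark, luminescence read.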
DT40 TDP1 CPT: qHTS for Inhibitors of human tyrosyl-DNA phosphodiesterase 1 (TDP1): qHTS in cells in presence of CPT | chicken DT40 Tdp1-/-;hTDP1 cells + 20 nM CPT, ATP luminescence, 48 h | Potency, µM (doses to about 46.2 µM), for the others: at the top dose activity change, negative = growth inhibition, most hits filed as inhibitors | actives 12% (n = 420,000) | AID 686979, 2013; also: nearly all actives have a fitted effect of over 55% in size
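Chicken DT40 Tdp1-/- cells stably complemented with human TDP1 were seeded at 400 cells/well in medium containing 20 nM camptothecin, exposed to pin-transferred compounds, and grown at 37 °C for at least 48 hr. Viability was read as ATP luminescence.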
KAT2A inh: qHTS Assay for Inhibitors of GCN5L2; actives 0.21% (n = 390,000); Potency, µM (highest dose often 58.9 µM), for the others: at the highest dose activity change, negative = inhibition, hits mostly inhibitors; GCN5L2 HAT assay, ThioGlo1 CoA-SH fluorescence; Histone acetyltransferase KAT2A (Homo sapiens), Q92830
Target sequence (Q92830 whole entry, looked up): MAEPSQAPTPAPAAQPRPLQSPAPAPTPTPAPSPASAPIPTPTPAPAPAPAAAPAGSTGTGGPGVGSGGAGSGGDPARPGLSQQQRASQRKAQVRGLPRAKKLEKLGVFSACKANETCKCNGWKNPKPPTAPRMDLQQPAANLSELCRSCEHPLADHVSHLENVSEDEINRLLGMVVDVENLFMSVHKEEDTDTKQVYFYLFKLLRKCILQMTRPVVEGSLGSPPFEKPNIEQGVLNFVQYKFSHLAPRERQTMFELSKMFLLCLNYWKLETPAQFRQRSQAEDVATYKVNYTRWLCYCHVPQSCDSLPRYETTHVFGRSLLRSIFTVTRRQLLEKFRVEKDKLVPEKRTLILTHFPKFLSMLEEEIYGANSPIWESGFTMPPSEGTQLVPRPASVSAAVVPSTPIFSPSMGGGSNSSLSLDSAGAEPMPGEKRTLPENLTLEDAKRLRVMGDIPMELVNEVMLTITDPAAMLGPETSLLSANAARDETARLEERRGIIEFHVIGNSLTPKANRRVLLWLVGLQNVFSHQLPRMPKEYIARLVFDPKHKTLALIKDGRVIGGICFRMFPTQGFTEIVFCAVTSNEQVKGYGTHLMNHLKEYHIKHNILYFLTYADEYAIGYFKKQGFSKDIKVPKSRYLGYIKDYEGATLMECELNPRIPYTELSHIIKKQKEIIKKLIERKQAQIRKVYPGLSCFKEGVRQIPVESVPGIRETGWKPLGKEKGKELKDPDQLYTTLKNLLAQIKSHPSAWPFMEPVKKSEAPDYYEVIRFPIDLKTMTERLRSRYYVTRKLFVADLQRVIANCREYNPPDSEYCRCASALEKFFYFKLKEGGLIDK
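Enzyme at 20nM final was mixed with library compounds for 15 min at room temperature. Peptide H3(1-25) at 75uM, acetyl-CoA at 70uM and ThioGlo1 at 50uM were then added. Plates were read immediately and after 20 min (Ex340nm/Em540nm).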
An asterisk follows results filed as active; ? = inconclusive; nt = not tested or not shown; & = joins results of further samples; [ ] = remark or other dose. Calls follow the shape of the dose curve; as a rule, active = well fitted curve in the direction sought with a large enough effect; inconclusive = small, poorly fitted or top-dose-only effect, or another doubt; inactive = no such curve, though single readings can be large; an effect the other way counts as inactive or inconclusive. % is scaled to controls: 0 for no effect and ±100 for the full control effect; potency is read from the fitted curve at half-maximal effect. An excerpt, so the mix of outcomes need not match the whole.

Screens in order: DT40 TDP1 no CPT	DT40 TDP1 CPT	KAT2A inh
- C=CCC(=O)NC1CC(C)(C)Cc2c1cnn2-c1ccccc1C (stereo unspecified)
  -25%	?	2%
- CC(C)C(NS(=O)(=O)c1ccc2c(c1)oc(=O)n2C)C(=O)N1CCN(c2cccc(Cl)c2)CC1 (stereo unspecified)
  ?	?	-8%
- COc1ccccc1NS(=O)(=O)c1cc(NC(=O)c2ccc(Cl)nc2)ccc1Cl
  7.3µM*	9.2µM*	-10%
- Cc1noc(C)c1COc1ccccc1C(=O)NCc1ccccc1Cl
  -6%	-13%	-19%
- Cc1ccccc1NS(=O)(=O)c1nnc(NC(=O)c2ccc(Cl)cc2)s1
  -8%&-14%	4%&23%	-9%&0%
- Cc1ccc(CCNC(=O)c2ccc(CS(=O)(=O)Cc3ccccc3F)o2)cc1
  16µM*	?	-3%&1%
- Cc1ccc(-n2cnc(=O)c3cccnc32)cc1
  -11%	-6%	-7%
- CN(C)c1ccc(/C=C2\NC(=O)NC2=O)cc1
  -18%	-11%	nt
- CCN(CC)c1nc2cc(OC)ccc2cc1C#N
  16µM*	21µM*	-2%
- Cc1cccc(C)c1NC(=O)C1(NC(=O)C2CCC(=O)N2)CCCCC1 (stereo unspecified)
  6%	1%	2%
- CN(c1ccccc1)S(=O)(=O)c1cccc(NC(=O)CSc2nncn2C)c1
  ?	-26%	-4%
- CCOC(=O)c1c(NC(=S)Nc2ccccc2C)sc2c1CCC2
  -3%	-2%	6%
- Cc1ccc(NC(=O)c2ccc(N(Cc3ccccc3)S(C)(=O)=O)cc2)cc1
  12µM*	?	-5%
- O=C(c1cnccn1)N1CCC2(CC1)CCN(c1ccccn1)CC2
  -7%	2%	5%
- O=C(NCC1CCCO1)c1ccc(NS(=O)(=O)c2ccccc2)cc1 (stereo unspecified)
  -12%	-8%	-6%
- OC1CCN(Cc2ccc3c(c2)CN(C/C=C/c2ccco2)CCO3)CC1
  -12%	-17%[9.04 µM]	nt
- CC(=O)OC1CCC2(C)C(CCC3C2CC(=O)C2(C)C3CC(C3CCCC3=O)C2C(C)=O)C1 (stereo unspecified)
  ?	-12%	nt
- Cc1cc2c(cc1S(=O)(=O)N1CCC(C(N)=O)CC1)OCC(=O)N2
  9%	-13%	-27%
- CC(NC(=O)COC(=O)[C@@H]1CCCN1S(=O)(=O)c1ccccc1F)C12CC3CC(CC(C3)C1)C2 (stereo partly specified)
  ?	?	-8%
- COc1cc(OC)cc(C2=NC3(CCC(C)CC3)NC2=S)c1 (stereo unspecified)
  ?	?	-14%
- O=C(CC1NCCNC1=O)Nc1ccccc1 (stereo unspecified)
  -1%	4%	-10%
- Cc1ccc(N(Cc2ccc(C(=O)Nc3c(C)n(C)n(-c4ccccc4)c3=O)cc2)S(C)(=O)=O)cc1C
  ?	?	1%
- Nc1ccc(-c2sc(N)nc2-c2ccccc2)cc1
  ?	-1%	?
- CCCCCn1c(CCNC(=O)c2cccc(C)c2)nc2ccccc21
  18µM*	21µM*	-3%
- Cc1ccc(CN2CCN(Cc3cnc(C)[nH]3)CC2CCO)cc1 (stereo unspecified)
  -6%	-11%	3%
- C=CCOc1ccc2ccccc2c1CNn1cn[nH]c1=S
  2%	-2%	-10%
- O=C(NC1CCCCC1)N1CCc2ccccc21
  -30%	3%	4%
- CCC(/C=C1\Oc2ccc(OC)cc2N1C)=C\c1sc2ccccc2[n+]1CCCS(=O)(=O)[O-]
  ?	-7%	nt
- CCc1ccc(-n2c(=S)sc3c(=O)[nH]c(SCC(=O)NC4CCCCC4)nc32)cc1
  -2%	-9%	nt
- CCc1nnc(NS(=O)(=O)c2ccc(NCc3ccccc3O)cc2)s1
  -1%	3%	-4%
- CN(C)CCCOc1ccc(-c2cc3nc(NCc4cccnc4)n(C)c(=O)c3s2)cn1
  18µM*	?	nt
- O=C(CCCOc1ccc(Cl)cc1Cl)N1CCc2ccccc2C1
  -23%	-9%	-10%
- COc1ccc(C2NC(=S)NC(C)=C2C(=O)Nc2ccccn2)cc1 (stereo unspecified)
  ?	?	1%
- Cc1ccnc2nc(C(=O)Nc3cc(Cl)ccc3N3CCOCC3)nn12
  ?	?	?
- CCOC(=O)c1c(NC(=O)CSc2nnnn2-c2ccccc2OCC)sc2c1CC(C)(C)NC2(C)C
  15µM*	?	-9%
- O=C(O)CN1C(=O)C2C3CC(C2C1=O)C1C(c2ccccc2)c2sc(=O)[nH]c2SC31 (stereo unspecified)
  9%	-8%	-2%
- OCC[C@@H]1C[C@H](O)[C@@H](O)[C@]2(CCCO2)O1
  6%	-1%	nt
- Fc1ccccc1N1CCN(c2ncnc3onc(-c4cccc(Cl)c4)c23)CC1
  ?	?	-8%
- CCOc1ccc(C(=O)N(CN2CCCC2=O)c2ccccc2)cc1
  ?	-16%	?
- Clc1ccccc1OCc1nnc(-c2ccccc2Br)o1
  -17%	-7%	-9%

(list continues)
SMILES | DT40 TDP1 no CPT | DT40 TDP1 CPT | KAT2A inh
O=C(Nc1ccccc1)N[C@H]1C[C@H](C(=O)O)Nc2cc(Cl)cc(Cl)c21 | -9% | 7% | 7%
Cc1nn(-c2ccc(N3CCCCC3)nn2)c(C)c1CCC(=O)NCc1ccc(F)cc1 | ? | ? | -7%
COc1ccc(-c2nc(CN3CCC(C(=O)NCc4ccc(C)cc4)CC3)c(C)o2)cc1OC | ? | ? | -4%
O=C(Cn1cnc2ccccc21)N1CCN(S(=O)(=O)c2ccccc2)CC1 | ? | 0% | -4%
CC(C)C(N)c1csc(Nc2ccc(C(=O)c3ccccc3)cc2)n1 (stereo unspecified) | ? | ? | nt
Cc1cccc(CN2CCN(C(=O)CCc3nnc(C4CCCCC4)o3)CC2)c1 | ? | -21% | ?
COc1ccc(-c2nc3ncccn3c2Nc2ccccc2)cc1 | ? | -2% | -4%
Cc1nn(CCCC(=O)NCCc2ccccc2)c(C)c1[N+](=O)[O-] | ? | 6% | -2%
Cc1ccc(NC(=O)NNC(=O)C2CCN(Cc3ccc(F)cc3Cl)CC2)cc1 | ? | -21% | 1%
CC1=C(C(=O)Nc2ccccc2C)C(c2ccc[nH]2)n2ncnc2N1 (stereo unspecified) | ? | ? | -11%
CCCCc1nc(C(N)=O)c2[nH]c(=O)n(-c3ccc(OC)cc3OC)c2n1 | ? | -21% | -6%
Oc1c(-c2cc(-c3ccco3)[nH]n2)ccc2ccccc12 | -18% | -9% | ?
O=C(Nc1ccc(S(=O)(=O)N2CCCC2)cc1)c1ccc(CN2CCc3ccccc3C2)cc1 | 4.1µM* | 8.2µM* | ?
COc1cc(OC)cc(C(=O)Oc2c(CN3CCOCC3)cc(Cl)c3cccnc23)c1 | ? | ? | 1%
CCOC(=O)c1c(NC(=O)CSc2nnc(-c3ccncc3)n2Cc2ccco2)sc(C)c1C | ? | ? | 3%
O=C(NC1CC(=O)N(c2ccc(Cl)cc2)C1)C1CCCC1 (stereo unspecified) | -18% | -4% | -7%
O=C(CC1C(=O)NCCN1Cc1cccc(Oc2ccccc2)c1)NCCc1cnccn1 (stereo unspecified) | -24% | -10% | -2%
COc1ccc(C(=O)Nc2ccc(S(=O)(=O)N3CCOCC3)cc2)cc1OC | -13% | -14% | -27%
CCCCNC(=O)c1nc(C2CCN(S(=O)(=O)c3ccccc3)CC2)oc1-c1cccc(C(F)(F)F)c1 | -19% | ? | nt
CN1CCN(c2ncnc3c2ncn3[C@H]2CN(Cc3cccnc3)C[C@@H](CO)O2)CC1 | 5% | -23% | nt
CC1(C)Oc2ccc3ccc(=O)oc3c2/C(=C/N)C1=O | ? | ? | -11%
Nc1[nH]nc2c1NN(c1ccc(Cl)cc1Cl)N2 | -4% | 23% | -1%
N#Cc1cc2sc3nnc(-c4ccncc4)n3c2cc1C#N | 10µM* | ? | 4%
COCCNC(=O)c1ccc2c(c1)N(Cc1cc(C)ccc1C)C(=O)c1ccccc1S2=O (stereo unspecified) | 15µM* | ? | -7%
NNC(=O)CNC(c1ccccc1)c1cc(Br)ccc1NC(=O)c1cccc(Cl)c1 (stereo unspecified) | ? | ? | -12%

Structures above that contain an aryl thioether with sulfur outside any ring:
SMILES | DT40 TDP1 no CPT | DT40 TDP1 CPT | KAT2A inh
CN(c1ccccc1)S(=O)(=O)c1cccc(NC(=O)CSc2nncn2C)c1 | ? | -26% | -4%
CCc1ccc(-n2c(=S)sc3c(=O)[nH]c(SCC(=O)NC4CCCCC4)nc32)cc1 | -2% | -9% | nt
CCOC(=O)c1c(NC(=O)CSc2nnnn2-c2ccccc2OCC)sc2c1CC(C)(C)NC2(C)C | 15µM* | ? | -9%
CCOC(=O)c1c(NC(=O)CSc2nnc(-c3ccncc3)n2Cc2ccco2)sc(C)c1C | ? | ? | 3%

Next section:
SMILES | DT40 TDP1 no CPT | DT40 TDP1 CPT | KAT2A inh
COC(=O)[C@H](Cc1ccccc1)NC(=O)NCc1ccc(S(N)(=O)=O)cc1 | ? | 4% | 3%
COCCn1c(SCC(=O)Nc2ccc(C(C)=O)cc2)nc2c([nH]c3ccccc32)c1=O | -25% | -12% | -2%
Cc1c(OCC(=O)NC(Cc2ccc(Cl)cc2)C(=O)O)ccc2c3c(c(=O)oc12)CCCC3 (stereo unspecified) | -2% | 5% | -3%
CC(=O)N(CC(=O)O)c1ccccc1C(=O)O | -23% | -13% | 2%
O=[N+]([O-])c1ccc2nc(-c3ccc(Cl)cc3)n(OCc3ccccc3)c2c1 | ? | -12% | 8%
N/C(=N\OC(=O)COc1ccc([N+](=O)[O-])cc1)c1ccncc1 | -14% | 10% | 8%
Cc1oc(-c2cc3c(cc2Cl)OCO3)nc1CN1CCCC(C(=O)N2CCOCC2)C1 (stereo unspecified) | ? | -1% | -4%
O=C1O/C(=C/c2ccccc2)N=C1c1ccccc1 | -28% | -11% | 0%
CC(C)(C)NC(=O)CSc1nc2scc(-c3ccccc3)c2c(=O)[nH]1 | -23% | -18% | -2%
C/C=C/C(=O)OCC(=O)Nc1cc(-c2cc(C)c(C)cc2C)nn1-c1ccccc1 | -20% | -26% | -14%
CCCCCCc1cc2cc(-c3nnc(-c4ccccc4O)o3)c(=O)oc2cc1O | 7.3µM* | 8.2µM* | -3%
O=C(NCc1ccccc1Cl)C1CCCN(S(=O)(=O)c2cccc3nsnc23)C1 (stereo unspecified) | ? | ? | -4%&-4%
CCc1ccccc1NC(=O)Cn1c(SCc2ccc(F)cc2)nc2ccncc21 | 0% | -22% | 2%
CCOc1ncccc1C(=O)OCc1csc(CC(=O)Nc2ccccc2C)n1 | -9% | ? | -12%
COC(=O)c1ccc(/C=C/c2c(-c3ccc(OC)cc3)oc3ccccc23)cc1 | 18µM* | 18µM* | -4%
CC(C)(C)c1ccc(S(=O)(=O)N2CCN(C(=O)c3cc(-c4ccc(Br)cc4)n[nH]3)CC2)cc1 | ? | ? | -5%
CCn1cnc2sc(C(=O)Oc3cccc(C)c3)c(C)c2c1=O | ? | -14% | 3%
CCc1nc(SCC(=O)c2ccc(C)c(C)c2)n[nH]1 | -16% | 0% | -17%
CCc1cccc2c(=O)c(C(=O)NCCCOC)c[nH]c12 | -9% | -8% | 6%
CC1(C)CC(=O)C(CO)=C(c2cccc3ccccc23)C1=O | -15% | 0% | -11%
CCCN1CCN(C(=O)c2ccc3nc(CC)c(CC)nc3c2)CC1 | -15% | 9% | 1%
COc1ccc(NC(=O)CSc2cc(-c3ccccc3)nc(C)n2)cc1 | -50% | ? | -5%
CCOC(=O)/C(=C/C=C/c1ccccc1)NC(=O)c1ccccc1 | -16% | -14% | -6%
CC(C)c1nc2n(n1)C1(CCCCC1)[C@@H]1CCCC[C@@H]1N2 | 23µM* | ? | 1%
Cc1ccc(S(=O)(=O)NCCC(=O)NNC(=O)c2ccccc2O)cc1C | ? | ? | -7%
C=C1CCN(Cc2ccccc2)S(=O)(=O)c2ccccc21 | -9% | -10% | -14%
COc1ccc(/C=N/NC(=O)Cc2n[nH]c(=O)[nH]c2=O)cc1 | 18% | 1% | -5%
O=C(COC(=O)C1(c2cccc(F)c2)CCCC1)NCc1cccs1 | -3% | -20% | -10%
O=C1C=C(C2OC(CO)C(O)C2O)C(=O)N1 (stereo unspecified) | 6.5µM* | 4.6µM* | nt
Cc1cccc(C)c1NC(=O)Cn1cc(C(=O)C2CC2)c2ccccc21 | -10% | -15% | -9%
CCOC(=O)c1c(NC(=O)CSc2nnc(-c3ccc(OC)cc3)o2)sc2c1CCC2 | ? | ? | nt
